High-throughput results from PubChem.
Autophagy mod = alters autophagy in cells; MEF GFP-LC3 puncta imaging; test concentration mostly 10 µM; calls only at 10 µM (by protocol); actives 0.98% (n = 190,000);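 active means percentage of spot-positive cells more than 3 SD above its plate mean, without a fluorescence outlier flag or 80% toxicity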;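 further: spot-positive cell cutoff set from DMSO-treated cells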
WT yeast gro inh = growth inhibition of WT yeast, mitochondrial fusion screen; actives 2.1% (n = 190,000); AID 1362; inhibition, % at 10 µM; mitochondrial fusion phenotypic screen, WT strain; in the data active means inhibition above about 58%; tested in S. cerevisiae
Ins promoter up = MIN6 insulin promoter up-regulation | AID 1625 | z-score at 5 µM | actives 0.3% (n = 190,000) | MIN6 insulin promoter-GFP reporter, high-content imaging; hits give high values;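 active means z-score above 3 at 5 µM with at least 500 cells counted in the well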
Yfh1-off respiration = mitochondrial function rescue without frataxin homolog – Friedreich's ataxia, plus single-dose screen, dose response (AID 1465); S. cerevisiae Yfh1-off respiration, WST-1 reduction, 72 h; higher fold induction means a stronger effect; fold induction at 50 µM, or EC50 in µM where a hit was titrated; actives 0.074% (n = 220,000);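 active means fold induction of absorbance versus untreated yeast above a set limit, then at least 30% activation at any dose in follow-up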;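 further: activators that raise dye reduction in frataxin-depleted yeast; strong numbers were not always called active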
Hep lipid drop = hepatic lipid droplet formation modulation | AML12 mouse hepatocytes, oleate lipid droplets, BODIPY imaging | inhibition, % at 6.5 µM | actives 0.4% (n = 240,000);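 active means lipid droplet intensity inhibited by at least 50%, with more than 500 cells counted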
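material = mouse AML12 hepatocyte cell line, fixed after treatment | also added = 100 µM oleic acid challenge | doses = compound at 6.5 µM only | schedule = overnight exposure | technique = Image-based BODIPY and DAPI two-channel analysis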
Dynein cargo inh = dynein cargo transport inhibition | 3617.4 mouse cells, GR-EGFP nuclear translocation imaging; test concentration mostly 20 µM; stimulated with dexamethasone, 1 µM; hits give low values | z-score, hits read low | actives 0.47% (n = 220,000);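 active means plate z-score of nuclear minus cytoplasmic receptor signal below a set negative limit, without overly bright fluorescence or cell loss, cut at about -3.5 in these data, passing the limit was not always enough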;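 further: z-score of nuclear minus cytoplasmic ring GR-EGFP intensity difference per well; some compounds called inactive have numbers as strong as hits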
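Also added: dexamethasone, 1.0 µM final. Medium: tet-free, stripped-serum medium. Detection: fixed, Hoechst-stained cells imaged at 10x for EGFP. Read-out: nuclear-to-cytoplasmic GR-EGFP distribution per well. Times: induction 48 h, compound 1 h, agonist 30 min.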
bCat nuc transl = beta-catenin nuclear translocation modulation | actives 0.3% (n = 190,000) | nuclear translocation activity, % at 5 µM | HeLa beta-catenin nuclear translocation, immunofluorescence imaging | AID 1665;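 active means nuclear translocation activity above 50% at 5 µM, with a well cell count of 50 or more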;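 further: per-cell ratio of nuclear to cytoplasmic median beta-catenin stain intensity; plate controls were DMSO negative control for no effect and GSK-3 inhibitor IX positive control for full effect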
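Test system: human HeLa cells, endogenous beta-catenin. Times: 24 h compound exposure, 37°C. Measured by: beta-catenin immunofluorescence imaging with DAPI.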
MT stabilize HCS = microtubule stabilization, imaging screen; HeLa tubulin immunostaining HCS, 24 h; share of cells brighter than vehicle mean+2SD; % tubulin-high responders, % at 10 µM; actives 0.83% (n = 200,000);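 active means plate Z-score above 3 for both tubulin-high and condensed-nucleus cell shares, with cell loss under 80%, at 10 µM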;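 further: anti alpha tubulin signal scored within the nucleus-defined area of each cell; some results filed as inactive read as strong as hits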
NOD2 inhibition = NOD2 signaling inhibitors, cell-based, luminescence, uHTS, HEK293 (AID 1566); HEK293 NOD2/NF-kB luciferase reporter, luminescence; higher % means a stronger effect; one-dose inhibition, % at 4 µM; EC50 in µM for titrated hits; actives 0.63% (n = 290,000); in the data active means inhibition above about 50%; further: many of its hits are not listed in these tables
WT yeast gro inh mutant strain = recorded beside WT yeast gro inh, whose call it bears; inhibition, %; mitochondrial fusion phenotypic screen, mutant strain inhibition
Dynein cargo inh cytoplasmic EGFP = further read-out of Dynein cargo inh, marked with its call; z-score; measured here: cytoplasmic GR-EGFP intensity; hits give high values
Dynein cargo inh nuclear GR-EGFP = second read-out of Dynein cargo inh, no call of its own (marks repeat the call); z-score; measured here: nuclear GR-EGFP intensity;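 lower value marks the stronger effect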
Dynein cargo inh cell count = recorded beside Dynein cargo inh, whose call it bears; z-score; measured here: cell count per field
Ins promoter up cell count = further read-out of Ins promoter up, marked with its call; cell count; measured here: cytotoxicity, nuclei count;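 total cells summed across four imaged fields per well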
Hep lipid drop cells 6.5 µM = second read-out of Hep lipid drop, no call of its own (marks repeat the call); cell count; measured here: cell count, cytotoxicity flag;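 cells counted across two imaged fields per well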
bCat nuc transl cell count 5 µM = second read-out of bCat nuc transl, no call of its own (marks repeat the call); cell count; measured here: cell count, cytotoxicity flag
MT stabilize HCS Hoechst-high % = further read-out of MT stabilize HCS, marked with its call; % Hoechst-high responders; measured here: nuclear condensation Hoechst responders;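 share of cells brighter than vehicle mean plus two SD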
MT stabilize HCS cytotoxicity % = second read-out of MT stabilize HCS, no call of its own (marks repeat the call); toxicity, %; measured here: cytotoxicity by cell density;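 0% = mean cell density of plate MIN control wells and 100% = no cells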
Autophagy mod cell loss 18 h = also measured in Autophagy mod; calls as there; toxicity, %; measured here: cell loss, nuclei count;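 cell loss after 18 h compound exposure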
An asterisk follows results filed as active; i = inactive; . = not tested or not shown. A portion of the library (hit frequency here may not be typical).

SMILES	Autophagy mod	Autophagy mod cell loss 18 h	WT yeast gro inh	WT yeast gro inh mutant strain	Ins promoter up	Ins promoter up cell count	Yfh1-off respiration	Hep lipid drop	Hep lipid drop cells 6.5 µM	Dynein cargo inh	Dynein cargo inh cytoplasmic EGFP	Dynein cargo inh nuclear GR-EGFP	Dynein cargo inh cell count	bCat nuc transl	bCat nuc transl cell count 5 µM	MT stabilize HCS	MT stabilize HCS Hoechst-high %	MT stabilize HCS cytotoxicity %	NOD2 inhibition
CCCN(CCC)C(=O)C1CC(=O)OC12CCOC(C)(C)C2 (stereo not drawn)	i	1	-6	-8	0.23	1346	i	-4	698	0.39	-0.31	-0.24	0.54	-0.3	919	2.7	2.7	2.0	14%
COc1ccc2oc(=O)c(C(=O)NCc3cccnc3)cc2c1	i	-17	-11	2	.	.	i	-2	754	0.34	-0.22	0.56	-0.76	-3.9	521	2.5	1.6	3.9	9%
C=C(C)C(=O)Nc1cccc(C2=NOC3(C2)C[C@@H](C(N)=O)N(C(=O)CC(c2ccccc2)c2ccccc2)C3)c1 (stereo partly drawn)	.	.	.	.	1.2	875	i	7	719	-0.39	-0.69	-0.021	-0.23	0.0	1311	.	.	.	-7%
N#Cc1ccc(OCC(=O)NCC2(N3CCCCC3)CCCCC2)cc1	i	5	4	-21	-0.49	1057	i	-16	652	-0.56	0.46	-0.16	-0.26	0.1	1108	1.6	1.9	11	14%
Cc1nn(C)cc1NC(=O)CC12CC3CC(CC(C3)C1)C2	i	7	12	0	0.13	1402	i	9	641	0.4	-0.26	0.51	-0.49	-3.4	496	3.7	0.9	1.9	4%
COC(=O)C(C)N1C(=O)S/C(=C\c2cc(C)n(-c3ccccn3)c2C)C1=O (stereo not drawn)	i	-1	31	-10	.	.	i	8	761	0.54	-0.26	0.69	-0.25	.	.	1.5	1.5	5.8	-44%
Cc1ccc(C2=NOC(C)(c3nnc(-c4ccc(Cl)cc4)o3)C2)cc1 (stereo not drawn)	.	.	.	.	0.48	946	i	6	734	-0.35	-0.74	-0.0071	-0.091	-1.2	1384	.	.	.	-16%
COC(=O)c1sc(-c2ccccc2)cc1NC(=O)c1cc(OC)cc(OC)c1	i	-7	-12	-18	-0.09	1261	i	-24	605	-0.35	-0.33	-0.42	0.73	-1.0	952	4.6	3.9	0.7	19%
Cc1c(NS(=O)(=O)c2cc(Br)cc3c2N(C(=O)C2CC2)CC3)c(=O)n(-c2ccccc2)n1C	i	-5	-13	3	-1.1	1195	i	-11	693	-0.031	-0.28	-0.17	0.78	-1.4	1075	1.7	1.9	7.1	-8%
CCOC(=O)c1sc(NC(=O)CSc2nc(-c3ccco3)cc(C(F)(F)F)n2)c(C#N)c1C	i	-1	10	9	0.2	1228	i	12	653	0.087	-0.23	0.28	0.86	.	.	1.6	1.5	1.9	36%

Three compounds out of the list, arranged by SMILES length, ascending:
SMILES	Autophagy mod	Autophagy mod cell loss 18 h	WT yeast gro inh	WT yeast gro inh mutant strain	Ins promoter up	Ins promoter up cell count	Yfh1-off respiration	Hep lipid drop	Hep lipid drop cells 6.5 µM	Dynein cargo inh	Dynein cargo inh cytoplasmic EGFP	Dynein cargo inh nuclear GR-EGFP	Dynein cargo inh cell count	bCat nuc transl	bCat nuc transl cell count 5 µM	MT stabilize HCS	MT stabilize HCS Hoechst-high %	MT stabilize HCS cytotoxicity %	NOD2 inhibition
Cc1ccc(C2=NOC(C)(c3nnc(-c4ccc(Cl)cc4)o3)C2)cc1 (stereo not drawn)	.	.	.	.	0.48	946	i	6	734	-0.35	-0.74	-0.0071	-0.091	-1.2	1384	.	.	.	-16%
COC(=O)c1sc(-c2ccccc2)cc1NC(=O)c1cc(OC)cc(OC)c1	i	-7	-12	-18	-0.09	1261	i	-24	605	-0.35	-0.33	-0.42	0.73	-1.0	952	4.6	3.9	0.7	19%
Cc1c(NS(=O)(=O)c2cc(Br)cc3c2N(C(=O)C2CC2)CC3)c(=O)n(-c2ccccc2)n1C	i	-5	-13	3	-1.1	1195	i	-11	693	-0.031	-0.28	-0.17	0.78	-1.4	1075	1.7	1.9	7.1	-8%

The listing continues.
SMILES	Autophagy mod	Autophagy mod cell loss 18 h	WT yeast gro inh	WT yeast gro inh mutant strain	Ins promoter up	Ins promoter up cell count	Yfh1-off respiration	Hep lipid drop	Hep lipid drop cells 6.5 µM	Dynein cargo inh	Dynein cargo inh cytoplasmic EGFP	Dynein cargo inh nuclear GR-EGFP	Dynein cargo inh cell count	bCat nuc transl	bCat nuc transl cell count 5 µM	MT stabilize HCS	MT stabilize HCS Hoechst-high %	MT stabilize HCS cytotoxicity %	NOD2 inhibition
O=C(CCN1C(=O)c2ccncc2C1=O)Nc1ccc(F)cc1	i	-5	-2	8	.	.	i	-1	693	0.79	-0.21	0.55	-0.17	-3.7	1198	1.1	1.7	5.5	2%
CSc1nnc(C)c(=O)n1COC(=O)c1ccc(S(=O)(=O)N2CCOCC2)cc1	i	-2	-3	-12	0.16	1388	i	-22	694	0.23	-0.092	0.12	-0.98	-0.2	1019	2.8	1.6	5.8	1%
COc1cc([N+](=O)[O-])ccc1NC(=O)C[n+]1cccc(C)c1	i	0	4	13	1.4	1802	i	-5	721	.	.	.	.	0.8	1070	1.7	1.0	2.6	5%
CC(C)CCNC(=O)CN(Cc1ccco1)C(=O)c1snc(C(N)=O)c1N	i	10	-6	-4	.	.	i	-3	693	-0.34	-0.21	-0.2	0.55	-1.0	991	1.9	3.2	6.6	-4%
C=CCN(Cc1cccc(OC)c1OC)S(=O)(=O)N(C)C	i	6	0	11	.	.	i	.	.	0.23	-0.27	0.27	0.82	.	.	2.6	1.2	2.4	1%
O=C1c2ccccc2C(Nc2ccc3nc(-c4cccnc4)[nH]c3c2)N1Cc1ccco1 (stereo not drawn)	i	18	4	-5	.	.	i	16	644	-0.59	-0.0015	0.018	1.1	-2.6	1111	9.8	1.5	1.6	12%
O=C(NCc1ccco1)c1cccc(NS(=O)(=O)c2ccccc2F)c1	i	-3	-20	7	0.12	1373	i	-4	642	-0.55	-0.33	-0.59	0.69	-2.1	534	2.7	1.7	5.4	-2%
CN(Cc1cccs1)C(=O)CCc1c[nH]c2ccccc12	i	-12	-3	3	-0.13	1218	i	1	623	1.1	-0.31	0.93	-1.6	-0.2	1074	3.4	2.7	9.2	-22%
CC1(C)CC(=O)C2=C(C1)Nc1ccccc1NC2c1cccnc1 (stereo not drawn)	.	.	-2	-7	.	.	i	.	.	.	.	.	.	-0.4	775	.	.	.	0%
CCOC(=O)c1ccc(NC(=O)C(=O)NCc2ccc(/C=C(/C#N)C(=O)NCCOC)o2)cc1	i	11	12	4	-0.06	1048	i	8	716	-0.12	-0.17	-0.36	0.19	-1.2	1118	2.3	2.7	9.9	-4%
Cc1ccc(CC23CN4CCN(CC(C4)C2O)C3)c(C)c1 (stereo not drawn)	i	0	7	8	0.7	1271	i	10	781	-1.1	-0.21	-0.54	0.54	-1.3	1012	1.9	1.5	3.3	11%
CCc1[nH]nc2c1C1(CCOC1C)C(C#N)=C(N)O2 (stereo not drawn)	i	-1	-11	-9	.	.	i	.	.	-0.31	-0.31	0.28	-0.28	-1.8	1209	5.1	3.7	2.9	10%
O=C(Nc1ccc(Br)cc1)Nc1ccccc1Cl	.	.	.	.	-0.49	1234	i	-18	651	0.26	-0.17	0.11	0.5	-1.3	1171	.	.	.	-84%
Cc1cc(=O)[nH]c(SCc2nc3ncccn3c2Br)n1	i	1	-5	-15	0.05	1271	i	-3	746	0.26	-0.28	0.32	0.015	.	.	3.0	1.3	58	15%
CCSc1nc2ccccc2c(=O)n1CCc1ccc(OC)c(OC)c1	.	.	.	.	-0.32	1087	i	-12	676	-0.63	-0.014	0.18	-0.28	0.0	1342	.	.	.	29%
CN(Cc1ccccc1)CC(O)COc1ccc(CNCc2nccn2C)cc1 (stereo not drawn)	i	-11	8	4	0.41	1413	i	-23	696	2.6	-0.00013	2.1	-2.3	0.5	1042	2.8	1.0	3.3	19%
Cc1cc(C)c(C)c(OCC(=O)O/N=C(\N)c2ccccn2)c1	i	0	15	1	.	.	i	18	830	-0.76	-0.025	-0.42	1.2	-11	1059	2.6	1.4	11	-6%
CCCCNC(=O)C1CCN(S(=O)(=O)N2CCOCC2)CC1	i	-40	-1	-6	-0.62	1321	i	-5	618	0.4	-0.21	0.41	-0.19	-1.1	1131	3.4	2.8	7.8	6%
CCOC(=O)c1[nH]c2cc3c(cc2c1NC(=O)CN1CCCC1)OCO3	.	.	.	.	0.45	1468	i	-7	752	0.076	-0.26	0.016	0.63	-4.0	1153	.	.	.	1%
Cc1c(NS(=O)(=O)c2ccc(Cl)c(C(=O)OC(C)C(=O)N3CCOCC3)c2)c(=O)n(-c2ccccc2)n1C (stereo not drawn)	i	19	-7	-18	0.86	1281	i	-2	689	1.8	-0.22	0.55	-0.46	-2.4	1051	3.8	1.7	5.2	14%
